Dynein transport: dynein cargo transport inhibition | 3617.4 mouse cells, GR-EGFP nuclear translocation imaging; test concentration mostly 20 µM; stimulated with dexamethasone, 1 µM; hits give low values | z-score, hits read low | actives 0.47% (n = 220,000) | AID 1381;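 active means plate z-score of nuclear minus cytoplasmic receptor signal below a set negative limit, without overly bright fluorescence or cell loss, cut at about -3.5 in these data, passing the limit was not always enough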;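 further: z-score of nuclear minus cytoplasmic ring GR-EGFP intensity difference per well; some compounds called inactive have numbers as strong as hits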
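Buffer or medium: tet-free, stripped-serum medium; reagent: dexamethasone at 1.0 µM final, 30 min; incubation: 48 h induction, 1 h compound, 30 min dex at 37 °C; measured by: formaldehyde fixation, Hoechst nuclear stain, 10x automated fluorescence imaging; read-out: nuclear-to-cytoplasmic GR-EGFP distribution per well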
MT stabilize HCS: microtubule stabilization, imaging screen. HeLa tubulin immunostaining HCS, 24 h; share of cells brighter than vehicle mean+2SD. % tubulin-high responders, % at 10 µM. actives 0.83% (n = 200,000). AID 2205;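 active means plate Z-score above 3 for both tubulin-high and condensed-nucleus cell shares, with cell loss under 80%, at 10 µM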;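 further: anti alpha tubulin signal scored within the nucleus-defined area of each cell; some results filed as inactive read as strong as hits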
Insulin prom up: MIN6 insulin promoter up-regulation; MIN6 insulin promoter-GFP reporter, high-content imaging; hits give high values; z-score at 5 µM; actives 0.3% (n = 190,000); AID 1625;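 active means z-score above 3 at 5 µM with at least 500 cells counted in the well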
HIV fusion peptide: cell-free HIV fusion peptide-binding blockers – biochemical, uHTS, fluorescence dequenching, primary screen (AID 1986); cell-free peptide binding, fluorescence dequenching, 30 min; higher % means a stronger effect; actives 0.3% (n = 290,000); inhibition, % at 20 µM, or IC50 in µM where a hit was titrated; in the data active means inhibition mostly above about 52%, no sharp cut-off; inactive means mostly below about 76%; further: some results filed as inactive read as strong as hits
AID2073: inhibitors of Mint1-CaV2.2 protein interaction, biochemical, HTRF (AID 2073); HTRF protein-protein interaction, Mint1-CaV2.2; higher % means a stronger effect; inhibition, % at 20 µM, or IC50 in µM where a hit was titrated; actives 0.19% (n = 290,000); in the data active means inhibition mostly above about 51%, no sharp cut-off; further: some results filed as inactive read as strong as hits
WT yeast gro inh: growth inhibition of WT yeast, mitochondrial fusion screen. mitochondrial fusion phenotypic screen, WT strain. actives 2.1% (n = 190,000). inhibition, % at 10 µM. AID 1362; in the data active means inhibition above about 58%; tested in S. cerevisiae
Autophagy mod: autophagy modulation, high-content screen; MEF GFP-LC3 puncta imaging; test concentration mostly 10 µM; calls only at 10 µM (by protocol); actives 0.98% (n = 190,000); AID 463193;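 active means percentage of spot-positive cells more than 3 SD above its plate mean, without a fluorescence outlier flag or 80% toxicity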;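 further: spot-positive cell cutoff set from DMSO-treated cells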
Yfh1-depleted yeast: enhancers of respiration in Yfh1-depleted yeast, dose response, Friedreich's ataxia, plus single-dose screen (AID 1465). S. cerevisiae Yfh1-off respiration, WST-1 reduction, 72 h; higher fold induction means a stronger effect. fold induction at 50 µM; hits with a dose series show EC50 in µM. actives 0.074% (n = 220,000);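 active means fold induction of absorbance versus untreated yeast above a set limit, then at least 30% activation at any dose in follow-up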;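 further: activators that raise dye reduction in frataxin-depleted yeast; strong numbers were not always called active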
bCat nuc transl: modulators of beta-catenin nuclear translocation | HeLa beta-catenin nuclear translocation, immunofluorescence imaging | nuclear translocation activity, % at 5 µM | actives 0.3% (n = 190,000);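 active means nuclear translocation activity above 50% at 5 µM, with a well cell count of 50 or more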;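 further: per-cell ratio of nuclear to cytoplasmic median beta-catenin stain intensity; plate controls were DMSO negative control for no effect and GSK-3 inhibitor IX positive control for full effect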
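test system = HeLa cells, endogenous beta-catenin | dosing = single 5 µM dose plus 0.02–20 µM confirmation series | times = compound treatment 24 h, 37°C, 5% CO2 | technique = beta-catenin immunofluorescence imaging with DAPI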
WT yeast gro inh mutant strain: second read-out of WT yeast gro inh, no call of its own (marks repeat the call); inhibition, %; mitochondrial fusion phenotypic screen, mutant strain inhibition
Dynein transport cytoplasmic EGFP: recorded beside Dynein transport, whose call it bears; z-score; measured here: cytoplasmic GR-EGFP intensity; hits give high values
Dynein transport nuclear GR-EGFP: also measured in Dynein transport; calls as there; z-score; measured here: nuclear GR-EGFP intensity;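 lower value marks the stronger effect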
Dynein transport cell count: further read-out of Dynein transport, marked with its call; z-score; measured here: cell count per field
Insulin prom up cell count: second read-out of Insulin prom up, no call of its own (marks repeat the call); cell count; measured here: cytotoxicity, nuclei count;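 total cells summed across four imaged fields per well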
bCat nuc transl cell count 5 µM: also measured in bCat nuc transl; calls as there; cell count; measured here: cell count, cytotoxicity flag
MT stabilize HCS Hoechst-high %: second read-out of MT stabilize HCS, no call of its own (marks repeat the call); % Hoechst-high responders; measured here: nuclear condensation Hoechst responders;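 share of cells brighter than vehicle mean plus two SD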
MT stabilize HCS cytotoxicity %: further read-out of MT stabilize HCS, marked with its call; toxicity, %; measured here: cytotoxicity by cell density;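 0% = mean cell density of plate MIN control wells and 100% = no cells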
Autophagy mod cell loss 18 h: second read-out of Autophagy mod, no call of its own (marks repeat the call); toxicity, %; measured here: cell loss, nuclei count;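 cell loss after 18 h compound exposure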
An asterisk follows results filed as active; i = inactive; . = no result given.

SMILES	Dynein transport	Dynein transport cytoplasmic EGFP	Dynein transport nuclear GR-EGFP	Dynein transport cell count	MT stabilize HCS	MT stabilize HCS Hoechst-high %	MT stabilize HCS cytotoxicity %	Insulin prom up	Insulin prom up cell count	HIV fusion peptide	AID2073	WT yeast gro inh	WT yeast gro inh mutant strain	Autophagy mod	Autophagy mod cell loss 18 h	Yfh1-depleted yeast	bCat nuc transl	bCat nuc transl cell count 5 µM
COc1ccc2[nH]c(C(=O)NCCc3ccccc3)cc2c1	-0.42	-0.26	-0.43	0.7	.	.	.	-0.73	1404	0.4%	12%	.	.	.	.	i	-0.4	1159
COCCCN1C(=O)C(=O)/C(=C(/O)c2ccccc2)C1c1ccc(N(C)C)cc1 (stereo not drawn)	-0.068	-0.14	0.25	-0.22	5.1	3.0	3.6	0.17	1629	-0.3%	-8%	-4	0	i	1	i	-0.3	1400
COC(=O)CC1=NN(c2nc3ccccc3s2)C(=O)/C1=C/N(C)C	1.4	-0.18	0.52	-0.76	2.6	1.6	3.6	-0.24	1244	6.2%	9%	0	5	i	4	i	-1.2	1083
Cc1ccc(/C=N/NC(=O)CN2CCN(S(=O)(=O)c3ccc(Br)cc3)CC2)s1	0.1	-0.22	-0.15	-0.06	6.0	2.4	7.5	-0.23	1350	-3.8%	5%	4	3	i	20	.	-0.7	978
O=C(CSc1nncn1-c1ccccc1)c1c[nH]c2ccccc12	1.2	1.1	1.3	-0.99	2.4	1.2	3.1	0.81	1496	3.0%	9%	-5	8	i	21	i	1.4	1533
CCOC(=O)C1=NOC(C(=O)NN(C)c2ncc(C(F)(F)F)cc2Cl)C1 (stereo not drawn)	-0.92	-0.39	-0.2	0.71	1.9	2.8	8.7	-0.4	1174	-0.6%	2%	-11	-5	i	-3	i	3.5	1034
Cc1ccc(S(=O)(=O)NNC(=O)CCCCC(=O)NNS(=O)(=O)c2ccc(C)cc2)cc1	-1.4	-0.25	-0.76	0.84	3.6	2.6	5.7	0.31	1587	0.9%	8%	0	-7	i	-10	i	-4.4	1137
C[C@@H]1CC[C@@]2(O[C@H](CCO)C[C@@H](O)[C@@H]2O)O1	-0.42	-0.25	0.098	0.61	3.2	2.2	2.1	0.54	1305	1.9%	8%	0	-18	i	-1	i	-3.9	620
CN(C)/C=C(\C#N)C(=O)N/N=C(\CC(=O)C(F)(F)F)c1ccco1	1.5	-0.19	1.1	-0.83	4.2	1.9	12	0.58	1405	6.5%	6%	4	8	i	15	i	0.2	1405
CCOC(=O)c1c(N)sc2c(O)c(Br)ccc12	0.62	-0.12	0.5	0.4	7.4	2.8	15	-0.12	1038	2.2%	17%	26	12	i	28	i	-1.7	1208
O=C(Nc1ccc(C(F)(F)F)cc1)c1cnc(N2CCN(c3ccccn3)CC2)c2ccccc12	-1.1	-0.28	-0.7	0.71	2.8	4.9	2.2	.	.	0.9%	31%	12	25	i	-3	i	8.2	630
CCOCCCNC(=S)N1CCC(NC(=O)C2CCCCC2)CC1	-0.54	-0.29	-0.21	0.51	2.2	2.1	7.1	0.52	1176	1.6%	-12%	6	2	i	-25	i	1.0	1065
NC(=O)NCc1ccccc1	-0.28	0.096	0.25	-0.32	3.2	2.3	7.2	-0.15	1477	-1.2%	7%	-6	9	i	-10	i	-1.2	1081
COc1ccc(C(=O)OC(C(=O)c2ccc(C)cc2)c2ccccc2)cc1 (stereo not drawn)	-0.29	-0.22	0.14	1.4	2.8	1.9	11	.	.	1.7%	6%	.	.	i	10	i	.	.
C=CCSc1ncc(CO)n1Cc1ccccc1	-0.13	-0.27	0.07	0.14	1.8	1.3	11	0.17	1525	0.3%	-6%	11	12	i	3	i	-5.7	1137
Cc1cc(C(=O)Nn2c(-c3ccncc3)nc3ccccc3c2=O)ccc1[N+](=O)[O-]	0.44	-0.31	-0.13	-0.52	3.8	3.3	7.7	.	.	0.5%	-11%	-5	19	i	-2	i	.	.
CSc1cc(/C=N/O)c(SC)s1	-0.43	-0.21	-0.018	0.24	6.6	3.7	7.7	0.4	1239	-2.2%	7%	11	2	i	-1	i	2.0	916
O=C(NCC(=O)N(Cc1ccco1)C(C(=O)NC1CCCCC1)c1cccnc1)c1cccs1 (stereo not drawn)	-0.16	-0.29	0.1	0.051	2.8	1.4	5.3	-0.57	941	-1.6%	-10%	4	5	i	3	i	-3.0	1322
CCOP(=O)(OCC)C(NC(=O)Nc1ccc(Cl)cc1)C(=O)N(CC)CC (stereo not drawn)	-0.86	-0.2	-0.23	0.55	3.6	2.3	2.9	-0.33	1527	-0.2%	-7%	5	10	i	-1	i	2.5	1132
COc1ccccc1N1CCN(C/C(O)=C(\C#N)c2nc(-c3ccccc3)cs2)CC1	-0.59	-0.23	-0.87	0.1	2.7	1.9	4.4	3.2*	1012*	4.1%	-6%	1	5	i	3	i	0.4	984
Cn1c(CN2CCCC2)nc2cc(NC(=O)Nc3ccccc3)ccc21	0.054	-0.22	0.0071	0.85	4.8	3.0	2.5	-0.51	1249	-1.4%	13%	-19	0	i	2	i	-0.6	1159
CCCCCCCCc1nc(SC(C)C(=O)O)n[nH]1 (stereo not drawn)	0.22	-0.2	0.17	0.21	2.4	2.3	8.0	0.73	1172	4.1%	13%	-7	-18	i	-13	i	-1.0	1059
COc1ccc(CCNC(=O)c2c(C)noc2C)cc1	-0.68	-0.18	-0.15	-0.68	3.0	1.5	2.2	-0.09	1652	2.0%	1%	.	.	i	-3	i	0.3	1408
COC(=O)N1CC(c2ccccc2)CC1=O (stereo not drawn)	-0.67	-0.27	-0.72	1.8	3.2	2.9	7.1	.	.	-1.5%	-7%	6	10	i	-2	i	.	.
CCN(CC)S(=O)(=O)c1cc(C(=O)Nc2cccnc2)ccc1Cl	-0.36	0.023	0.21	0.31	2.1	1.5	1.5	1.3	740	-1.2%	-19%	-9	1	i	-4	i	-2.5	1016
CCOC(=O)CCSCC(=O)Nc1cc(C)on1	-0.47	-0.21	-0.11	0.4	4.1	2.1	8.4	.	.	.	.	-1	-8	i	20	i	.	.
O=C(CCN1C(=O)COc2ccccc21)NCCCN1CCN(c2ccccc2F)CC1	-0.59	-0.19	-0.39	-0.36	1.3	2.2	5.7	-0.6	1329	2.9%	4%	-10	-8	i	3	i	.	.
Cc1nn(Cc2ccccc2)c(C)c1NC(=O)c1cccs1	0.11	-0.14	0.78	-0.74	3.1	1.5	7.9	0.08	1259	-2.0%	1%	-4	-13	i	-48	i	1.3	597
CC(NC(=O)c1ccc(Cl)c(Cl)c1)c1ccc(-c2ccccc2)cc1 (stereo not drawn)	-0.41	-0.72	-0.032	0.21	.	.	.	-0.83	1058	-0.8%	16%	.	.	.	.	i	-0.5	1297
COc1ccc(C(=O)N2CCOC23CCN(c2ncccn2)CC3)cc1	-0.6	-0.12	-0.23	0.41	5.1	1.6	9.6	-0.05	1631	1.9%	3%	-5	1	i	25	i	-1.1	968
CC(C)N(C(=O)c1ccc(-c2ccccc2F)cc1)C(C)C	1.6	-0.15	0.6	-1.2	.	.	.	.	.	-0.6%	-10%	.	.	.	.	i	2.5	950
Cc1cccc(-n2[nH]c3c4c(ccc3c2=O)C(=O)c2ccccc2C4=O)c1	1	-0.22	0.63	-0.37	8.8	1.5	0.3	-0.27	1438	-2.9%	4%	40	8	i	-21	i	-2.3	1159
Cc1c(C(=O)NCc2cccnc2)sc2ncn(CC(=O)N3CCCCC3C)c(=O)c12 (stereo not drawn)	-0.29	-0.24	-0.28	0.012	3.0	1.2	2.6	0.18	1326	0.3%	0%	-13	-2	i	-2	i	.	.
CCCCCCN(C(=O)CCCCCN1C(=O)NC(c2ccc(C(C)(C)C)cc2)C(C(=O)OCc2ccccc2)=C1C)C(C(=O)NCCCC)c1ccc(OCC(=O)OC)c(C(=O)OC)c1 (stereo not drawn)	0.31	-0.77	0.28	-0.24	.	.	.	.	.	2.6%	33%	.	.	.	.	i	0.6	1233
CC1Cc2ccccc2N1C(=O)CSc1nnc2c(n1)[nH]c1ccccc12 (stereo not drawn)	-0.089	-0.2	-0.085	0.23	2.1	2.5	18	0.1	1159	-2.4%	-14%	20	1	i	-21	i	1.1	1207
O=C(c1ccco1)N1CCN(c2ncnc3scc(-c4cccs4)c23)CC1	-0.047	-0.25	-0.65	-0.061	2.2	1.6	5.4	-0.02	1195	-0.4%	-7%	11	4	i	-7	i	0.1	1065
COc1cccc(/C(O)=C2/C(=O)C(=O)N(c3cc(C)on3)C2c2cccs2)c1 (stereo not drawn)	-0.27	-0.22	0.029	0.08	1.6	1.8	13	0.1	1671	7.4%	-1%	1	-6	i	40	i	0.7	1345
COc1cc(/C=N\NC(=O)C2COc3ccccc3O2)cc(OC)c1O (stereo not drawn)	-0.41	-0.18	-0.19	0.88	.	.	.	-0.01	1046	-3.2%	-13%	.	.	.	.	i	0.3	1239

Screening data: PubChem, several laboratories
